Assay outcomes: PubChem BioAssay, National Center for Advancing Translational Sciences (NCATS)
3T3 cytotox – kills NIH 3T3 cells | NIH 3T3 viability, CellTiter-Glo ATP luminescence, 48-72 h | Potency, µM (series often up to 96.7 µM), for inactives: at the highest dose activity change, negative = cytotoxicity, hits mostly inhibitors | 94,000 compounds, 4.3% hits | AID 1345082; note: potency is the fitted concentration of half-maximal effect; nearly all actives have a fitted effect of over 55% in size
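Viability of NIH 3T3 cells after 48 or 72 hr compound treatment at 37 °C was assessed by CellTiter-Glo, with luminescence imaged following a 10 min room-temperature step.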
SNCA expr inh – SNCA gene expression inhibition | AID 1671194 | HEK-293 SNCA-luciferase knock-in, luminescence, 24 h | Potency, µM (series often up to 57.2 µM), without a hit: at the highest dose activity change, negative = inhibition, most hits filed as inhibitors | 140,000 compounds, 0.17% hits;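 note: potency is the fitted concentration of half-maximal effect; plate controls were DMSO cells for no effect and cell-free wells for full effect; nearly all actives have a fitted effect of over 45% in size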
IP6K1 inhibitor – blocks human inositol hexakisphosphate kinase 1 | Q92551 | IP6K1 kinase, ADP-Glo luminescence, 2 h; active compounds read low | activity change, % (series mostly up to about 58 µM) | 140,000 compounds, 0.81% hits; in the data active = activity change below about -25%
Target sequence (Q92551 whole entry, looked up): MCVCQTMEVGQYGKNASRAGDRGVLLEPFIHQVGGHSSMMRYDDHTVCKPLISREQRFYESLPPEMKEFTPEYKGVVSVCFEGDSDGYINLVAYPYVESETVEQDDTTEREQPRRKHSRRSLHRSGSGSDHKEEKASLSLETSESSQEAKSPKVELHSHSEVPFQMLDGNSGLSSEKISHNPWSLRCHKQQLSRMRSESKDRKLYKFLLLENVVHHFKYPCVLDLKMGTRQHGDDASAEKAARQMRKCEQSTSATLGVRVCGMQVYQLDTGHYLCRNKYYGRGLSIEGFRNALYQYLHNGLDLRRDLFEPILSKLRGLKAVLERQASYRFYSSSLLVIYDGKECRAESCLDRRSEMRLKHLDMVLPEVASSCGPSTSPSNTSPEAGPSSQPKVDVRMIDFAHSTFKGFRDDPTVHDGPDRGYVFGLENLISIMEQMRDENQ
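ADP-Glo luminescence measures ADP made by human IP6K1 during a 2 h RT reaction with ATP/IP6 (mix at 1.3 mM/130 uM); top library doses 57.5 and 19.1 uM final.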
HEK293 tox – cytotoxic compounds in HEK 293 cells. HEK 293 viability, ATP luminescence (CellTiter-Glo), 48-72 h. Potency, µM (highest dose often 115 µM), inactives show top-dose activity change, negative = cytotoxicity, usual class: inhibitors. 94,000 compounds, 6.6% hits. AID 1345083; note: potency is the fitted concentration of half-maximal effect; nearly all actives have a fitted effect of over 60% in size
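Viability of HEK 293 cells, plated at 250 cells/well, was judged by cellular ATP after compound treatment for 48 or 72 hr. Luminescence was imaged 10 min after CellTiter-Glo addition at room temperature.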
Luciferase inh – inhibitors of firefly (Photinus pyralis) luciferase; 76,000 compounds, 2.5% hits; purified P. pyralis luciferase, luminescence, biochemical; Potency, µM (top dose mostly 115 µM), for inactives: at the highest dose activity change, negative = inhibition, actives largely listed as inhibitors; P08659; note: potency is the fitted concentration of half-maximal effect; nearly all actives have a fitted effect of over 65% in size
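Inhibitors were tested against purified firefly luciferase in a biochemical, low-substrate format (both substrates at 10uM) and luminescence measured with a CCD imager.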
SNCA viab count – reduces viability of HEK-293 SNCA reporter cells; HEK-293-SNCA-luc viability, GF-AFC fluorescence, 24 h; Potency, µM (series often up to 57.1 µM), for inactives: at the top dose activity change, negative = cytotoxicity, most hits filed as cytotoxic; 150,000 compounds, 0.12% hits; AID 1671193;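 note: potency is the fitted concentration of half-maximal effect; 0% = DMSO-treated cells and -100% = medium-only wells without cells; nearly all actives have a fitted effect of over 30% in size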
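HEK-293-SNCA-luc cells (1500/well) plated 24 h, then exposed 24 h to a dilution series; GF-AFC added 30 min at 37C, fluorescence 405/540 nm; normalised to medium-only and DMSO wells, Hill fit.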
GPT2 inh – GPT2 alanine aminotransferase inhibition. Recombinant GPT2, coupled pyruvate oxidase/HRP Amplex Red fluorescence. Q8TD30. 100,000 compounds, 0.25% hits. Potency, µM (titrated, usually from 57.7 µM), inactives show top-dose activity change, negative = inhibition, most hits filed as inhibitors; note: potency is the fitted concentration of half-maximal effect; nearly all actives have a fitted effect of over 60% in size; many of its hits are not listed in these tables
Target sequence (Q8TD30 whole entry, looked up): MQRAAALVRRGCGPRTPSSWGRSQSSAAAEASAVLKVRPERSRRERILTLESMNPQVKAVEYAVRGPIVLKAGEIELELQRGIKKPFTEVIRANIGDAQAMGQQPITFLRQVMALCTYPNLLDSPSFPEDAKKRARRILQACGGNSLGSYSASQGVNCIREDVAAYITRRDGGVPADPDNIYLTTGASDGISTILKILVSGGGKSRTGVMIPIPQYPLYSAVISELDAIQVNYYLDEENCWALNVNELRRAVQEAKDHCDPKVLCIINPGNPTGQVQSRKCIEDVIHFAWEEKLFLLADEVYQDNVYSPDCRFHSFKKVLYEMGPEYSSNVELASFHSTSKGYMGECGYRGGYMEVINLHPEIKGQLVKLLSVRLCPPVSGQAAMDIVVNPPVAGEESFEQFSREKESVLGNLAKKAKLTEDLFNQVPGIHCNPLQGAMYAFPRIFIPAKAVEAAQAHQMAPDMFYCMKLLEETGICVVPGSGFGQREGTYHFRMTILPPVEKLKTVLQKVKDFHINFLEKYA
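Fluorescence of coupled pyruvate oxidase/HRP/Amplex Red system (50uM Amplex, 30 min, dark) reports pyruvate formed by GPT2. Enzyme reaction: 10ng/uL GPT2, 2mM L-alanine, 250uM a-KG, 30 min room temperature, pH 7.5; 50uM AOA control.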
* marks the source's active call; other numbers are inactive results; i = inactive; ? = inconclusive; . = no result given; & = joins results of further samples; [ ] = dose if it differs, or a comment. Unless noted, calls come from the whole dose curve; as a rule, active = well fitted curve in the direction sought with a large enough effect; inconclusive = small, poorly fitted or top-dose-only effect, or another doubt; inactive = no such curve, though single readings can be large; an effect the other way counts as inactive or inconclusive. Unless noted, % is set by controls: 0 for no effect and ±100 for the full control effect. Rows were taken by chance; about 7.8% have a hit in one of these screens.

SMILES | 3T3 cytotox | SNCA expr inh | IP6K1 inhibitor | HEK293 tox | Luciferase inh | SNCA viab count | GPT2 inh
COCC(=O)Nc1ccc2ncnc(N3CCCCC3)c2c1 | -30.3% | 2.7% | 9.1 | -10.9% | -11.0% | -17.5% | i
O=C(C[C@@H]1O[C@H](CNC(=O)c2cccc(F)c2)[C@@H](O)[C@H]1O)NCCN1CCOCC1 | 3.0%[174 µM] | -2.6%[87.6 µM] | 3.4 | -6.1%[172 µM] | 5.3%[172 µM] | 5.2%[87.6 µM] | 1.1%[88.5 µM]
Cc1cc(OCCn2cc(C(=O)c3ccco3)c3ccccc32)ccc1Cl | . | -16.8% | 1.9 | . | . | -5.1% | .
O=C(CSc1nnc(-c2cccs2)o1)Oc1ccccc1 | . | -12.5% | 7.6 | . | . | 8.1% | .
O=C(CCn1cnnn1)Nc1ccccc1 | . | 11.3% | 7.4 | . | . | 6.5% | .
O=C(NCC(c1ccccn1)N1CCOCC1)c1cccc(-n2cnnc2)c1 (configuration not stated) | i | -0.9% | -6.6 | -2.2% | -7.3% | 2.2% | i
CCn1cc(S(=O)(=O)N2CC(COC)C3(CCNCC3)C2)cn1 (configuration not stated) | -16.4% | 8.0% | 11.7 | i | -11.1% | 4.9% | i
COc1ccc(-c2noc(CSc3nc4ccccc4[nH]3)n2)cc1 | . | 10.3% | -11.1 | . | . | ? | .
CC1=C(c2ccc(C)c(C)c2)S(=O)(=O)N=C1N1CCC(C(=O)N2CCCCC2)CC1 | . | 13.4% | -19.9 | . | . | -0.1% | .
CCS(=O)(=O)c1ccc2oc([C@H]3CCN(C4CCCCC4)C3)nc2c1 | -12.1%[138 µM] | 12.7%[87.6 µM] | -10.4 | -20.5%[172 µM] | -27.6%[172 µM] | 3.6%[87.6 µM] | i
Cc1ccc(CSc2nc3cccnc3n2Cc2ccc(C(=O)NCCc3cccs3)cc2)cc1 | . | ? | 24.3 | . | . | ? | .
CCN1c2cc(C(=O)NCc3cccc(F)c3)ccc2C(=O)N2CCCCC21 (configuration not stated) | -24.6% | 5.6% | -16.6 | ? | -5.4% | 25.5%[12.5 µM] | i
CC1(COc2ccccc2)COc2ccc(C(=O)NCCc3ccccn3)cc2N1 (configuration not stated) | ? | -29.9%[87.6 µM] | 10.5 | ? | 15.5%[172 µM] | -6.9%[87.6 µM] | -4.9%[88.5 µM]
C#CCNC(=O)c1nc(-c2ccc(Cl)cc2)c2cnccn12 | ? | -0.7%[87.6 µM] | 0.0 | ? | ? | 12.3%[87.6 µM] | 1.2%[88.5 µM]
O=C(Cn1nc2c(cc1=O)CCCCC2)NCCc1ccc(O)cc1 | i | -24.9% | 19.8 | 3.1% | 0.3% | -4.0% | 1.5%
CC(C)c1ccc(-c2cc(=O)c3ccccc3o2)cc1 | . | . | -77.9* | . | . | -9.3% | i
O=C(Cc1ccc(F)cc1)NC1CCCN(c2ccnc3ccnn23)C1 (configuration not stated) | -16.0% | -29.6% | 4.5 | i | . | -4.5% | i
COc1cccc(-c2cccc(C(=O)N3CCCC3C(=O)NC3CC3)c2)c1 (configuration not stated) | -15.1%[138 µM] | 28.6%[87.6 µM] | -0.5 | ? | . | 10.1%[12.5 µM] | -18.9%[88.5 µM]
Cc1cc(NC(=O)CCNS(=O)(=O)c2ccc3c(c2)CCCC(=O)N3)ccc1Br | . | 1.7% | 3.5 | . | . | -4.8% | .
Cc1ccc(CN2CCOC[C@H]2c2nc(C(C)(C)C)co2)cc1 | -3.3%[138 µM] | -6.4%[87.6 µM] | 15.0 | -7.9%[172 µM] | 0.4%[172 µM] | -8.0%[87.6 µM] | 1.9%[88.5 µM]
Cc1cc(CN2CCC([C@@H]3CNC[C@H]3CO)CC2)n(C)n1 | 4.2% | 38.4%[activator] | 5.8 | i | -0.1% | -3.7%[12.5 µM] | i
COc1ccccc1C(=O)Nc1ccccc1OCc1cc(=O)n2c(C)csc2n1 | . | 8.8% | -12.7 | . | . | -1.4% | .
Cc1cc(NC(=O)c2ccco2)cc(-c2nc3cc(Cl)ccc3o2)c1O | . | 34.0%[activator] | -2.6 | . | . | 4.8% | .
CN1Cc2ncnc(NCCCO)c2CN(c2ccccc2)C1=O | -17.5%[138 µM] | -18.6%[87.6 µM] | -0.9 | -9.4%[172 µM] | 4.8%[172 µM] | 6.3%[87.6 µM] | ?
CC1=C(c2ccc(C(C)C)cc2)S(=O)(=O)NC1=NCc1ccccc1Br | . | -0.2% | 2.2 | . | . | 2.6% | .
Cc1nc2cc(-c3ccccc3)nn2c(C)c1CCC(=O)N1CCN(c2ccccc2)CC1 | . | ? | -2.0 | . | . | -7.9% | .
COc1ccc(-n2nc(C3CCCN(C(=O)Cc4cccc(Cl)c4)C3)[nH]c2=O)cc1 (configuration not stated) | ? | 19.2% | 7.4 | ? | -4.6% | -11.2% | i
Cc1cccc(-c2ncc3c(n2)OCCN(c2cccc(C(F)(F)F)c2)C3=O)c1 | -16.6%[138 µM] | 6.3%[87.6 µM] | 9.4 | ? | ? | -8.9%[87.6 µM] | 0.7%[88.5 µM]
COc1ccc(NC(=O)N(C)Cc2cccc(C(F)(F)F)c2)cc1 | ? | 20.7%[87.6 µM] | -1.3 | ? | -4.2%[172 µM] | 1.9%[87.6 µM] | i
CC1Oc2ccc(NC(=O)Cc3ccc(F)cc3)cc2CN(Cc2ccc(Cl)cc2)C1=O (configuration not stated) | 28.2µM* | -14.6% | 0.5 | 39.8µM* | -0.5% | -3.0% | -5.3%
COC(=O)C1=COC(OC2OC(CO)C(O)C(O)C2O)C2C(COC(=O)/C=C/c3ccc(O)cc3)C(O)C(O)C12 (configuration not stated) | . | . | 9.4 | . | . | -37.9%[23.9 µM] | i
O=C(C1CCCC1)N1CCC(C(=O)N2CCCC2c2ccccn2)CC1 (configuration not stated) | -15.5% | -2.3% | 6.9 | -11.2% | 0.0% | 13.5% | 3.4%
CC(C)C1=NOC2(CCN([S+](=O)([O-])c3cccc(C(F)(F)F)c3)C2)C1 (configuration not stated) | ? | 1.7% | 13.9 | -8.8% | . | 5.5% | 2.6%
COc1ccc(-c2cc(C(F)(F)F)nc(S(=O)(=O)CCCC(=O)Nc3cccc(O)c3)n2)cc1OC | . | ? | -9.1 | . | . | ? | .
CCCS(=O)(=O)N1CCC(N2CCN(Cc3ccc(F)cc3)C(=O)C2=O)CC1 | . | -11.5% | 23.5 | . | . | -10.8% | .
Cc1noc(C)c1[S+](=O)([O-])N1CCC2(C1)C(=O)N(CCc1ccccc1)c1ccccc12 (configuration not stated) | ? | ? | 0.7&11.7 | ? | 1.4%&2.0% | 13.9%&7.6% | 4.1%
CCc1nc2c(c(-c3ccc(O)cc3)n1)CN(Cc1ccccc1)CC2 | ? | 11.4%[87.6 µM] | 7.6 | ? | -1.8%[172 µM] | 11.4%[87.6 µM] | -11.6%[88.5 µM]
COc1ccccc1-c1nc2c(c(SCC(=O)Nc3ccc(C)c(C)c3)n1)Cc1c(CO)cnc(C)c1O2 | . | 26.2% | 30.6 | . | . | -13.2% | .
CCOC(=O)c1cc(S(=O)(=O)N2CCN(c3cc(C)ccc3C)CC2)[nH]n1 | . | -7.4% | 12.5 | . | . | 11.8% | .
O=C1NCCOCCN(C(=O)Nc2ccccc2)[C@@H]2CCCC[C@H]12 | -4.2% | 65.9%[activator] | 3.3 | -1.1% | -22.8% | 3.8% | i

3 of the compounds above, with two lines to a compound.
Second line of a record: 3T3 cytotox | SNCA expr inh | IP6K1 inhibitor | HEK293 tox | Luciferase inh | SNCA viab count | GPT2 inh
O=C(CCn1cnnn1)Nc1ccccc1
 : . | 11.3% | 7.4 | . | . | 6.5% | .
COc1cccc(-c2cccc(C(=O)N3CCCC3C(=O)NC3CC3)c2)c1 (configuration not stated)
 : -15.1%[138 µM] | 28.6%[87.6 µM] | -0.5 | ? | . | 10.1%[12.5 µM] | -18.9%[88.5 µM]
COc1ccc(NC(=O)N(C)Cc2cccc(C(F)(F)F)c2)cc1
 : ? | 20.7%[87.6 µM] | -1.3 | ? | -4.2%[172 µM] | 1.9%[87.6 µM] | i

The main list resumes; the four compounds before the break are reprinted first.
SMILES | 3T3 cytotox | SNCA expr inh | IP6K1 inhibitor | HEK293 tox | Luciferase inh | SNCA viab count | GPT2 inh
CCc1nc2c(c(-c3ccc(O)cc3)n1)CN(Cc1ccccc1)CC2 | ? | 11.4%[87.6 µM] | 7.6 | ? | -1.8%[172 µM] | 11.4%[87.6 µM] | -11.6%[88.5 µM]
COc1ccccc1-c1nc2c(c(SCC(=O)Nc3ccc(C)c(C)c3)n1)Cc1c(CO)cnc(C)c1O2 | . | 26.2% | 30.6 | . | . | -13.2% | .
CCOC(=O)c1cc(S(=O)(=O)N2CCN(c3cc(C)ccc3C)CC2)[nH]n1 | . | -7.4% | 12.5 | . | . | 11.8% | .
O=C1NCCOCCN(C(=O)Nc2ccccc2)[C@@H]2CCCC[C@H]12 | -4.2% | 65.9%[activator] | 3.3 | -1.1% | -22.8% | 3.8% | i
Cc1noc(C)c1CCNC(=O)CN1C(=O)C(Oc2ccc(F)cc2)C12CCCCC2 (configuration not stated) | -36.2% | -0.5% | -9.6 | ? | . | 6.0% | -13.9%
Cc1ccc(OCc2nc(C3CN(C(=O)Cc4ccccc4F)C3)no2)cc1 | ? | 53.7%[activator] | 15.5 | ? | -22.7% | 4.1% | -0.1%
O=C(NCCn1cccc1-c1nc(-c2ccccc2)no1)c1ccc(F)c(Cl)c1 | ? | 6.4% | 2.5 | 44.7µM* | -9.8% | -19.6% | 0.5%
COc1ccccc1CC(=O)N[C@@H]1CN(c2ncccn2)C[C@H]1CN(C)C | -1.8% | 6.9% | 12.0 | 1.1% | -2.5% | 2.2% | -21.1%
O=C(c1ccncc1)N1CCC(CCOc2ccc(F)cc2)C1 (configuration not stated) | ? | -13.0% | 8.8 | ? | 0.0% | 8.4% | -1.5%
O=C(NCCCN1CCN(c2ccc(F)cc2)CC1)c1ccc2nc(CCc3ccccc3)oc2c1 | . | ? | 13.8 | . | . | 7.5% | .
c1ccc(-c2noc(-c3cncnc3N3CCSCC3)n2)cc1 | -15.1% | ? | -10.8 | 44.7µM* | ? | 3.6% | 4.6%
